CR mimetic SO – yeast age-related superoxide inhibition as caloric restriction mimetic; S. cerevisiae aged cells, superoxide DHE fluorescence; stronger effect = lower value; superoxide response (% of plate mean), % at 10 µM; 330,000 tested, 0.18% active; AID 2690;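 active = superoxide response under a set limit, about three screen SD below normal, cut at about 65% in these data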;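 also: yeast aged for seven days with compound at 30 °C before DHE staining; 100% = average MFI of all compound-treated wells on the plate with controls excluded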
Fh CTSL1 inh – blocks F. hepatica cathepsin L1 in PFM18AAP counter-screen. recombinant F. hepatica cathepsin L1, Z-Leu-Arg-MCA fluorescence. inhibition, % at 5.96 µM. 300,000 tested, 0.49% active;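 active = inhibition above the mean of all tested compounds plus 3 SD, set per screening campaign, cut at about 17% in these data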;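 also: 0% = plate median of test compound wells and 100% = 1 µM Z-Phe-Ala-diazomethylketone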
JMJD2C inh – blocks human GASC-1 demethylase activity | Q9H3R0 | GST-JMJD2C(1-420) H3K9me3 demethylation, DELFIA europium | inhibition, % at 2.35 µM | 330,000 tested, 0.069% active | AID 2099;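 active = more than half of a compound's replicate wells show inhibition beyond 50%, single wells judged on their own value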;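 also: signal counts dimethyl H3K9 product captured on neutravidin plate; 0% = median of DMSO wells and 100% = 0.3 times that DMSO median; strong numbers were not always called active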
PP5 inh – blocks human protein phosphatase 5 activity; P53041; purified PP5c, OMFP substrate fluorescence; inhibition, % at 6.7 µM; 320,000 tested, 0.18% active; AID 1987;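 active = inhibition above the campaign's mean inhibition across all tested compounds plus 3 SD, cut at about 9.5% in these data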;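 also: 0% = DMSO only and 100% = 100 µM cantharidin control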
Target sequence (P53041 whole entry, looked up): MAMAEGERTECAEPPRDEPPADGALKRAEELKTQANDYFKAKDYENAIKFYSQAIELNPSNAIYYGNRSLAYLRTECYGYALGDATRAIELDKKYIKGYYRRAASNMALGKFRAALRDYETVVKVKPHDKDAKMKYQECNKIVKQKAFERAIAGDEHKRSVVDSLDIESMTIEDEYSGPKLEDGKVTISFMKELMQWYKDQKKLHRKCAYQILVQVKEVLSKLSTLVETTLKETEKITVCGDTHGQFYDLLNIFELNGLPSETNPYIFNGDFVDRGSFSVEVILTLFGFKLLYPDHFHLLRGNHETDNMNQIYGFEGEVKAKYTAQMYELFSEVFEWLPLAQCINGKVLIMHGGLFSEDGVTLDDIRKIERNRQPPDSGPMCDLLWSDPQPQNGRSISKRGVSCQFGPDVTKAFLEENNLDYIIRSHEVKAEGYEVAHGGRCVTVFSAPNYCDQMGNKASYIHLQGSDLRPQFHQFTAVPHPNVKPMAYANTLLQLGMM
TPT1 inhibitor – inhibitors of Candida albicans tRNA 2'-phosphotransferase TPT1. recombinant caTPT1, FP RNA substrate dephosphorylation. inhibition, % at 5 µM. 300,000 tested, 0.81% active;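 active = inhibition above the mean of all tested compounds plus 3 SD, set per screening campaign, cut at about 24% in these data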;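 also: plate controls were DMSO alone for no effect and ferristatin control at 100 nM for full effect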
PP1 inh – PP1-alpha (human) inhibition in PP5 counter-screen; P62136; purified PP1alpha, OMFP fluorescence; inhibition, % at 6.7 µM; 320,000 tested, 0.9% active; AID 2235;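 active = inhibition above the mean inhibition of all tested compounds plus 3 SD, computed separately for each screening campaign, cut at about 15% in these data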
Target sequence (P62136 whole entry, looked up): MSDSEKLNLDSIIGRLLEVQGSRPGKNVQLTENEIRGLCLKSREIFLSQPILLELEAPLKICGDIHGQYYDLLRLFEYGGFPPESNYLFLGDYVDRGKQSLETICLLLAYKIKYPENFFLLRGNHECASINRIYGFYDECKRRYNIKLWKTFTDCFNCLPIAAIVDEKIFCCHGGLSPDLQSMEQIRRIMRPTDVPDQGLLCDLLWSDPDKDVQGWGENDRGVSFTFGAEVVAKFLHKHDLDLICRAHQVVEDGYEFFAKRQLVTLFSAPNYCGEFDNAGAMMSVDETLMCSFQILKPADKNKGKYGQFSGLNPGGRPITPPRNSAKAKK
HCV core dimer – blocks dimerization of HCV core protein. TR-FRET GST/Flag-core106 dimerization, 1536-well. inhibition, % at 5 µM. 300,000 tested, 0.33% active. AID 1899;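 active = inhibition above the mean of all tested compounds plus 3 SD, set per screening campaign, cut at about 45% in these data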
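Material: Tagged HCV core106 pair (GST and Flag) | Amount: GST-core106 13.5 nM, Flag-core106 17 nM | Medium: KF-containing HEPES buffer, pH 7.45, DTT, CHAPS, BSA | Reagent: Eu donor and XL665 acceptor anti-tag antibodies | Schedule: 4 h at 22.5 °C | Technique: Time-resolved FRET, ex 340 nm, em 617 and 671 nm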
ZTA counter – blocks Epstein-Barr virus ZTA, an EBNA-1 counter-screen | P03206 | ZTA-DNA binding, fluorescence polarization | inhibition, % at 11 µM | 320,000 tested, 0.15% active; in the data active = inhibition above about 33%
Target sequence (P03206 whole entry, looked up): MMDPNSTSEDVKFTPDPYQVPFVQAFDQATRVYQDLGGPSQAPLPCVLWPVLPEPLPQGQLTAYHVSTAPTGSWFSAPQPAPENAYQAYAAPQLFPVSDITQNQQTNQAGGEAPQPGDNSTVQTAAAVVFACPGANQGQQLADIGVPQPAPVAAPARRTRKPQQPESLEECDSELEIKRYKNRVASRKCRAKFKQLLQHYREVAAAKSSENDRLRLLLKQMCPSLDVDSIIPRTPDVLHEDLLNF
EBNA-1 inhibitor – blocks EBNA-1 binding to DNA; 300,000 tested, 0.34% active; EBNA-1 DNA binding, fluorescence polarization; inhibition, % at 14.8 µM; AID 1950; in the data active = inhibition above about 28%
Active calls of the source: *; . = not tested or not shown.

SMILES | CR mimetic SO | Fh CTSL1 inh | JMJD2C inh | PP5 inh | TPT1 inhibitor | PP1 inh | HCV core dimer | ZTA counter | EBNA-1 inhibitor
CCC(=O)Nc1nnc(SCC(=O)NCC2CCCO2)s1 (centres undefined) | 96 | 5 | -4 | 3.2 | -2 | -3 | -27 | -14 | 12
CC(NC(=O)c1ccc(N(C)C)c([N+](=O)[O-])c1)c1ccc(-n2ccnc2)cc1 (centres undefined) | 112 | 1 | 13 | 2.1 | 0 | 3 | -2 | -5 | -4
Cc1nc([N+](=O)[O-])c(C(=O)O)n1C | 101 | -1 | -16 | 0.1 | -5 | 0 | 3 | 8 | 7
CCOC(=O)C1(S(=O)(=O)c2ccc(Cl)cc2)CCN(Cc2ccc(Cl)cc2)CC1 | 92 | 2 | -3 | 0.9 | 0 | -2 | -4 | -6 | -12
Cc1cc(-c2ccccc2)n2ncc(C#N)c2n1 | 80 | 1 | -11 | 0.3 | -3 | 1 | 2 | -15 | 2
CCOC(=O)C1C2C=CC3(CN(C4CCCC4)C(=O)C13)O2 (centres undefined) | 93 | 1 | 2 | -0.7 | -1 | -2 | 2 | -2 | -2
Cc1ccc(Nc2nc(N)nc(CSc3nccn3C)n2)c(C)c1 | 101 | 1 | 0 | 0.5 | 3 | 0 | -2 | 1 | -1
Cn1c(=O)cc(OCCCC(=O)Nc2cccnc2)c2ccccc21 | 103 | -4 | -4 | 0.9 | -1 | 0 | 0 | -18 | -6
Cc1cc(C(=O)NC2CCCc3c2cnn3-c2cccc(C)c2C)n(C)n1 (centres undefined) | 89 | 2 | 2 | 1.5 | -4 | -1 | -21 | -3 | 5
COc1ccc(-n2nc(C(=O)NCC(=O)NCCC3=CCCCC3)c3ccccc3c2=O)c(OC)c1 | 101 | -2 | 0 | 0.4 | -6 | 6 | 9 | 14 | -1
COc1ccc(S(=O)(=O)N2CCC(C(=O)N3CCCC3)CC2)cc1C | 95 | 3 | 7 | 2.5 | 1 | 1 | 1 | 1 | -3
O=C(COC(=O)CN1C(=O)C2CCCCC2C1=O)Nc1c(Cl)cccc1Cl (centres undefined) | 112 | . | 12 | -0.4 | . | -4 | . | -2 | .
O=C(Nc1ccnn1C1CCN(Cc2ccccc2OC(F)F)CC1)c1cccnc1 | 92 | -3 | 26 | 2.5 | -3 | 0 | -11 | -21 | -9
Cn1cnc(S(=O)(=O)Nc2cc(-c3ccc(Cl)cc3)nn2C)c1 | 88 | -3 | 0 | 2.5 | -4 | -2 | -7 | 8 | -2
CC(=O)c1ccc(S(=O)(=O)N(CCCO)Cc2cc3cc(C)ccc3[nH]c2=O)cc1 | 119 | -2 | -17 | 0.5 | -3 | -6 | 13 | 13 | 2
CN(C)n1cnc2ccsc2c1=O | 80 | -1 | 5 | -1.1 | -2 | -2 | -1 | 7 | 2
Cc1ccc(CC2S/C(=C(/C#N)C(=O)NCc3ccco3)N(c3ccccc3)C2=O)cc1 (centres undefined) | 93 | 3 | 2 | 2.2 | 4 | 4 | 10 | -13 | 13
CN1CCCN(C(=O)C2CCCCC2)CC1 | 111 | -4 | 7 | 2.1 | 1 | 3 | -6 | 6 | -1
COc1ccc(CC(=O)OCC(=O)NC(=O)NC23CC4CC(CC(C4)C2)C3)cc1 | 109 | -6 | -6 | 6.2 | 1 | 7 | 6 | -10 | -16
COc1ccc(NC(=S)NC(=O)c2cncc(Br)c2)cc1 | 87 | 1 | 1 | -0.5 | -1 | -5 | -4 | 1 | 9
COc1cc(OC)cc(C(=O)N2CCN(S(C)(=O)=O)CC2)c1 | 113 | -1 | -2 | -2.0 | -5 | -2 | 0 | 1 | -5
Cc1ccccc1S(=O)(=O)Cc1ccc(C(=O)NCc2cccs2)o1 | 98 | -2 | -17 | 1.6 | -3 | 0 | -3 | -9 | -8
CCOc1ccc(C(C)=O)cc1CSc1nnc(-c2ccoc2C)n1N | 100 | 4 | 3 | -5.8 | 7 | 5 | 46* | 0 | -12
Cc1noc(C)c1C(=O)OCC(=O)Nc1ccccc1C(=O)NC(C)c1ccccc1 (centres undefined) | 108 | 2 | -2 | 0.1 | -1 | -2 | 0 | 0 | 0
COc1cccc(/C=C/C(=O)N2CC(C)OC(C)C2)c1OC (centres undefined) | 102 | -4 | -9 | 1.8 | 1 | 0 | -2 | -4 | -14
CC(=O)OC1CC(C)(C)N(OC(=O)c2ccccc2)C(C)(C)C1 | 121 | -11 | -8 | -0.6 | 4 | -2 | 3 | 3 | -16
O=C(NCC1CCCO1)c1cc2cc(F)ccc2[nH]1 (centres undefined) | 120 | 0 | -6 | -0.3 | 4 | -2 | -2 | 11 | 3
CC(C)CCOCc1nc2sc3c(c2c(=O)[nH]1)CCC(C)C3 (centres undefined) | 98 | 0 | 0 | 1.6 | 3 | 0 | 2 | -5 | -3
Cc1ccc(N2CC(C(=O)Nc3nc4ccc(S(C)(=O)=O)cc4s3)CC2=O)cc1 (centres undefined) | 93 | 5 | 3 | 1.1 | 8 | 0 | 12 | 5 | -3
COC(=O)c1sccc1NC(=O)c1ccc(C#N)cc1 | 100 | 1 | -3 | 3.4 | 1 | -1 | 4 | -5 | 3
CC(=O)c1cc(-c2ccccc2)n(CC(=O)NCc2cccs2)c1C | 96 | 8 | 5 | 0.7 | 2 | -1 | 4 | 11 | 13
COC(=O)c1ccc(NC(=O)CN2CCN(CC#N)CC2)cc1 | 122 | -5 | 1 | 2.5 | -1 | -2 | -8 | 5 | 4
CCC1COCCS(=O)(=O)N1Cc1cccc(Cl)c1 (centres undefined) | 94 | -1 | 1 | 0.6 | 2 | 0 | 5 | 19 | 12
O=C(NCCCN1CCOCC1)c1ccc(Cl)cc1Cl | 96 | 11 | 0 | -7.5 | -1 | -9 | -4 | -10 | -4
CCOC(=O)c1c(C)[nH]c(C(=O)NNC(=O)c2ccc(Br)cc2)c1C | 86 | . | 15 | -0.3 | . | 2 | . | -11 | .
CC(=O)c1ccc(NC(=O)c2cc(C)nc3ccccc23)cc1 | 98 | 7 | -3 | -1.8 | -2 | -3 | 10 | 9 | 10
COc1ccc(OC)c(NC(=O)[C@H]2CC=CC[C@H]2C(=O)O)c1 | 99 | 0 | 3 | -0.1 | -2 | 0 | 8 | 18 | 17
COc1ccc2[nH]c(=O)c(CN(CCc3cccc(C)c3)C(C)=O)cc2c1 | 106 | 1 | 3 | -1.1 | 4 | -3 | -2 | 0 | 10
O=C(NCCN1CCCC1)c1ccc2c(=O)n(CCc3ccccc3)c(=O)[nH]c2c1 | 110 | -1 | -6 | 2.9 | 3 | 0 | 0 | -5 | 3
CCC(C)c1ccccc1OCCCN(C)Cc1ccccc1 (centres undefined) | 102 | -1 | 11 | -1.0 | 1 | 2 | 4 | 12 | -2
C=CCN(c1ccc(C(=O)NCCc2ccccc2)cc1)S(C)(=O)=O | 86 | 4 | -6 | 0.8 | 0 | 1 | -23 | 1 | 9
O=C(Nc1ccc2nc(-c3ccc(Br)o3)[nH]c2c1)c1cccs1 | 111 | 5 | 21 | 2.8 | 7 | 2 | 2 | 9 | 9
COc1cccc(OC)c1OCCCOc1cccc2cccnc12 | 92 | -3 | -1 | -0.1 | 3 | 1 | -1 | -19 | 3
CCCC(C)c1nnc(NC(=O)CS(=O)(=O)Cc2ccccc2)s1 (centres undefined) | 106 | 0 | -19 | 0.1 | 3 | -2 | -1 | 8 | 14
CCNC(=S)N1CCC(C(=O)c2ccc(Cl)cc2)CC1 | 106 | 0 | -10 | 3.4 | 0 | 2 | 1 | -12 | -1

Already shown: eight of the compounds above.
SMILES | CR mimetic SO | Fh CTSL1 inh | JMJD2C inh | PP5 inh | TPT1 inhibitor | PP1 inh | HCV core dimer | ZTA counter | EBNA-1 inhibitor
CC(=O)c1ccc(NC(=O)c2cc(C)nc3ccccc23)cc1 | 98 | 7 | -3 | -1.8 | -2 | -3 | 10 | 9 | 10
COc1ccc(OC)c(NC(=O)[C@H]2CC=CC[C@H]2C(=O)O)c1 | 99 | 0 | 3 | -0.1 | -2 | 0 | 8 | 18 | 17
COc1ccc2[nH]c(=O)c(CN(CCc3cccc(C)c3)C(C)=O)cc2c1 | 106 | 1 | 3 | -1.1 | 4 | -3 | -2 | 0 | 10
O=C(NCCN1CCCC1)c1ccc2c(=O)n(CCc3ccccc3)c(=O)[nH]c2c1 | 110 | -1 | -6 | 2.9 | 3 | 0 | 0 | -5 | 3
CCC(C)c1ccccc1OCCCN(C)Cc1ccccc1 (centres undefined) | 102 | -1 | 11 | -1.0 | 1 | 2 | 4 | 12 | -2
C=CCN(c1ccc(C(=O)NCCc2ccccc2)cc1)S(C)(=O)=O | 86 | 4 | -6 | 0.8 | 0 | 1 | -23 | 1 | 9
O=C(Nc1ccc2nc(-c3ccc(Br)o3)[nH]c2c1)c1cccs1 | 111 | 5 | 21 | 2.8 | 7 | 2 | 2 | 9 | 9
COc1cccc(OC)c1OCCCOc1cccc2cccnc12 | 92 | -3 | -1 | -0.1 | 3 | 1 | -1 | -19 | 3

Carrying on.
SMILES | CR mimetic SO | Fh CTSL1 inh | JMJD2C inh | PP5 inh | TPT1 inhibitor | PP1 inh | HCV core dimer | ZTA counter | EBNA-1 inhibitor
Clc1ncc2[nH]cnc2n1 | 101 | 1 | 8 | 0.0 | -5 | -6 | -1 | -21 | -5
CCOC(=O)c1c(NC(=O)CS(=O)(=O)c2cn(CC)c3ccccc23)sc2c1CCCC2 | 108 | 3 | -1 | 1.6 | 3 | 3 | 28 | 5 | -3
O=C(O)CCC(=O)NNC(=O)c1ccc(-c2ccccc2)cc1 | 102 | 7 | -6 | 1.1 | -3 | 0 | 1 | -8 | 6
O=C(COc1cccc2cccnc12)N/N=C1\SCC(=O)N1CCc1ccccc1 | 87 | 0 | -3 | 0.5 | 0 | -2 | -5 | 0 | 3
CCCN(CC1CCCO1)C(=O)c1cc(COc2ccc(F)cc2F)on1 (centres undefined) | 99 | -1 | -1 | 0.7 | -2 | 0 | -4 | -13 | 8
COc1ccc(NC(=O)CN(C)CC(=O)NCC(=O)Nc2ccc(F)cc2)cc1 | 99 | -2 | 9 | -1.0 | -2 | -4 | -2 | -6 | 4
CN(C(=O)c1ccccn1)c1nnc(-c2cnccn2)s1 | 100 | -3 | 2 | 2.5 | -4 | -2 | -4 | -10 | -1
COP(=O)(OC)C(Nc1cc(Cl)cc(Cl)c1)c1cccc(O)c1 (centres undefined) | 104 | 0 | -6 | 3.2 | -1 | -2 | -9 | -12 | -4
Cc1cccc(NC(=O)Cn2cnc3c(oc4ccccc43)c2=O)c1C | 102 | 0 | -12 | 2.1 | 1 | 3 | -1 | 18 | 2
Cc1cccc(NC(=S)NN(Cc2ccccc2)c2ccccc2)c1C | 105 | 2 | 20 | 5.0 | 0 | 7 | 19 | -1 | -4
COC(=O)CCC(=O)Nc1cccc2ccccc12 | 96 | -1 | 17 | 1.6 | -5 | 1 | -5 | -2 | 4
COc1ccc(/C=N/N2CCOCC2)cc1COc1ccc(F)cc1 | 99 | -1 | -4 | 4.8 | -1 | -1 | 3 | -5 | 6
CSc1ccc(CCNC(=O)c2cccc3c2C(=O)N(C2CCCCC2)C3)cc1 | 83 | 4 | -4 | 4.9 | -1 | 8 | 14 | 5 | 5
CC(Sc1nncs1)C(=O)NCC(=O)Nc1ccc(F)c(F)c1F (centres undefined) | 87 | -5 | 2 | 1.6 | -3 | -4 | -3 | -7 | -4
N#CC1(c2ccccc2)CCN(S(=O)(=O)c2ccc(OC(F)(F)F)cc2)CC1 | 80 | 0 | -7 | 2.8 | -3 | 2 | 7 | -6 | -1
